Bioassay records as filed in PubChem BioAssay.
CXXC DNA block – inhibitors of human MLL CXXC domain-DNA interaction; Q03164; MLL-CXXC / FITC-HOXA9 DNA fluorescence polarization; Potency, µM (titrated, usually from 115 µM), without a hit: at the highest dose activity change, negative = inhibition, actives largely listed as inhibitors; 0.037% of 290,000 active; active = well fitted inhibition curve with a large enough effect in the polarisation, with a control signal flat, not every such curve was filed as active; inconclusive = small, poorly fitted or top-dose-only effect, or effect the other way, or a change in a side signal; inactive = no such curve, though single readings can be large or run the other way; the % refers to the polarisation; also: potency is read from the fitted curve at half-maximal effect
Target sequence (Q03164 whole entry, looked up, the tested form may be a part): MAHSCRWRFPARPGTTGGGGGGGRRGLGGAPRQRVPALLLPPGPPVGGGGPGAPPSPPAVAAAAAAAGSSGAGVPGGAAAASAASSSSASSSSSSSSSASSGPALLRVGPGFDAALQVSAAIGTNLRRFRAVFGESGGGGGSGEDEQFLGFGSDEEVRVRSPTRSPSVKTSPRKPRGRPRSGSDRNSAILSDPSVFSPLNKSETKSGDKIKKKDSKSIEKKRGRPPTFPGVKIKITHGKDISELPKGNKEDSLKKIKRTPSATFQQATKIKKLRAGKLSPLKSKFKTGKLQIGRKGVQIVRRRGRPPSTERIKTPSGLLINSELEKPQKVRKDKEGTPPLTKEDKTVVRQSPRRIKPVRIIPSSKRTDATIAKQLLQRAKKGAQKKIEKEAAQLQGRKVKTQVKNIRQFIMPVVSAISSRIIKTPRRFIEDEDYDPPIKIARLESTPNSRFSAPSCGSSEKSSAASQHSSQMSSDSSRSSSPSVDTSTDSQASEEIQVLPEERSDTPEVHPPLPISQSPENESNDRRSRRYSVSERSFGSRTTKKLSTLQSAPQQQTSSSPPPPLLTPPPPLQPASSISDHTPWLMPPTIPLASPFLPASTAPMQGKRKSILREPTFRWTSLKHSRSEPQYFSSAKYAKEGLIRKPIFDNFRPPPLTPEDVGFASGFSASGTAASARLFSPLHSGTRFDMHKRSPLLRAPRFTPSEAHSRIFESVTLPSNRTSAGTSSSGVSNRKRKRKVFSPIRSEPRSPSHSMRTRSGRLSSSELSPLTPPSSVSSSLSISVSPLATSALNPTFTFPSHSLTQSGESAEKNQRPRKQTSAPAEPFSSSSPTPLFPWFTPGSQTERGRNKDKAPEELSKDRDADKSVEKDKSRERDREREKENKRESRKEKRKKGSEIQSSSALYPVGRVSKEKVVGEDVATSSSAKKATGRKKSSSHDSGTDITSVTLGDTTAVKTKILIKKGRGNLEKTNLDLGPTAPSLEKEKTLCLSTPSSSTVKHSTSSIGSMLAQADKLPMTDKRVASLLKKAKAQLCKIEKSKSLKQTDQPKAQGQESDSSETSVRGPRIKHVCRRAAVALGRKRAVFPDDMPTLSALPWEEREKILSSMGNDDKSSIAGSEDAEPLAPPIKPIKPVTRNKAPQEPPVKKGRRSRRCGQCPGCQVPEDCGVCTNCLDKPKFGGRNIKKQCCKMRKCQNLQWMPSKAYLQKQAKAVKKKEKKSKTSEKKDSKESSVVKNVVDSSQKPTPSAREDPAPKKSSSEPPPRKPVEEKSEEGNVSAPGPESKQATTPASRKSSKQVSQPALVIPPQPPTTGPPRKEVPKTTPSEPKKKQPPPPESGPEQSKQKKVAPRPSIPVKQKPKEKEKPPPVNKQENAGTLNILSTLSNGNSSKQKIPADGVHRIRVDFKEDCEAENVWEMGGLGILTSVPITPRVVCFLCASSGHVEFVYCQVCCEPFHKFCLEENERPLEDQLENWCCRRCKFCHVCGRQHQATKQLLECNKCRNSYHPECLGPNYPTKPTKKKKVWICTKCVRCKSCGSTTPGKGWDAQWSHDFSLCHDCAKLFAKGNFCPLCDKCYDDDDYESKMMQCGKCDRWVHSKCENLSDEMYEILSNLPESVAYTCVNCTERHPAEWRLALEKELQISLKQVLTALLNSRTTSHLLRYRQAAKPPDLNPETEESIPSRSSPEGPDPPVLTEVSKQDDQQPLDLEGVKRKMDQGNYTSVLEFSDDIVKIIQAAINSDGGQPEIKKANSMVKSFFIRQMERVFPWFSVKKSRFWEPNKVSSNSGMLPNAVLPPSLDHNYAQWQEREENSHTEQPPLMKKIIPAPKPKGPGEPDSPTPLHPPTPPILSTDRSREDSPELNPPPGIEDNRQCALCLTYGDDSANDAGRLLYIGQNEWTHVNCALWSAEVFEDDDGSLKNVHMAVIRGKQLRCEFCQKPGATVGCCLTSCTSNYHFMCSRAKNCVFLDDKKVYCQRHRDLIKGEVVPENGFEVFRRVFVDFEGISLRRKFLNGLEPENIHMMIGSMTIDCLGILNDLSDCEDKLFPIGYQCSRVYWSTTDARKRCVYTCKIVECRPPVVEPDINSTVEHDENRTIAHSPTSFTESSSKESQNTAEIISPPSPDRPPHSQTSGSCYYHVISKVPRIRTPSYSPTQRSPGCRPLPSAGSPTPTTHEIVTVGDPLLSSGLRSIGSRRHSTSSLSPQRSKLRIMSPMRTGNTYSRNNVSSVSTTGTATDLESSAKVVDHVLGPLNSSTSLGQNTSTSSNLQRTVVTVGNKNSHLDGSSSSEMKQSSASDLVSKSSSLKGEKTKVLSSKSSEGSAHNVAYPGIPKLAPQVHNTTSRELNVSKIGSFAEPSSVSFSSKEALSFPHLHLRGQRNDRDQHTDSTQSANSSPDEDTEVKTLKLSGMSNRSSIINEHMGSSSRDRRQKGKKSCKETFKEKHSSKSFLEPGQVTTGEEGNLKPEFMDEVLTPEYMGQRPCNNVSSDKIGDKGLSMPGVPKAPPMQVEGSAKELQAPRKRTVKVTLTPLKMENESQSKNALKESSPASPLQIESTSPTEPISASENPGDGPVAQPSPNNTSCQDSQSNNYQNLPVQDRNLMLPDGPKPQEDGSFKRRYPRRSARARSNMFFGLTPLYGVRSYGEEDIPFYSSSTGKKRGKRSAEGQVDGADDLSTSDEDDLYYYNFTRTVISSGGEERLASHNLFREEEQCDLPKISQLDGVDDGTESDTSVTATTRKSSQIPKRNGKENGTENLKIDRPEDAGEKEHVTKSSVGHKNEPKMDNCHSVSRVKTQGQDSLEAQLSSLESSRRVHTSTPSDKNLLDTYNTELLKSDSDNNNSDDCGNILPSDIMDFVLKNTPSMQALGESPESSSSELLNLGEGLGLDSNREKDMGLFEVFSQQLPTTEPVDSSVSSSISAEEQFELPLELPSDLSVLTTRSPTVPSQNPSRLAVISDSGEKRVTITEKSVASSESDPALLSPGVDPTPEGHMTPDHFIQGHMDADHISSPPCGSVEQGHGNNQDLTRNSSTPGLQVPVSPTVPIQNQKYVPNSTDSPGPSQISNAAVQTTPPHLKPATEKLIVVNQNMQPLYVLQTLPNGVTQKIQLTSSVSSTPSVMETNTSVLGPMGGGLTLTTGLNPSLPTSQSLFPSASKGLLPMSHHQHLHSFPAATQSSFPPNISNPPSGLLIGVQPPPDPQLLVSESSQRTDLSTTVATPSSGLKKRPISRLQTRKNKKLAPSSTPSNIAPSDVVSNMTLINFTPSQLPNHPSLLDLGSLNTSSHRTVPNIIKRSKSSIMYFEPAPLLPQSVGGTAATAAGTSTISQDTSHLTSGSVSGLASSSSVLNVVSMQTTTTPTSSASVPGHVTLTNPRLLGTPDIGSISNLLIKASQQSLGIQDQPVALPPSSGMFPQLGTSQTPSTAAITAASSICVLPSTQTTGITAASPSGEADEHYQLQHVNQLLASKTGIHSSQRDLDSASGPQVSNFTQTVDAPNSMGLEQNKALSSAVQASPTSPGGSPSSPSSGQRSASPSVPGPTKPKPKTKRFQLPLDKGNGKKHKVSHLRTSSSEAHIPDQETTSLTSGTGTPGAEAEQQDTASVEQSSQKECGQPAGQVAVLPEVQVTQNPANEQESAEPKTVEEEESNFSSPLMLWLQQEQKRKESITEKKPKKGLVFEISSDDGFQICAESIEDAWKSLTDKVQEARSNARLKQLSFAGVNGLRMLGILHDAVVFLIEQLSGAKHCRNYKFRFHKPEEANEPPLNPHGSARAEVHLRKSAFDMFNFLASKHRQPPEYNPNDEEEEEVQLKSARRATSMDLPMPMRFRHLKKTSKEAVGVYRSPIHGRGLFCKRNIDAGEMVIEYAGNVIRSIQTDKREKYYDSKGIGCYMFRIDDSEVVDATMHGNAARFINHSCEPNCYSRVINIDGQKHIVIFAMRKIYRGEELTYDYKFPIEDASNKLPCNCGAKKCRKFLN
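Purified MLL-CXXC (added from a 7 uM solution) was preincubated 5 min at ambient with pinned compounds in 50 mM Tris-HCl pH 7.5, 50 mM NaCl, 1 mM DTT, 0.05% BSA. Fluorescein-labeled HOX-A9 DNA (50 nM solution) followed, 30 min, then polarization read.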
FBPA coupling cs – counter-screen for Giardia aldolase inhibitors: coupling enzyme system | activity change, negative = inhibition, % at 58.2 µM, hits read low | 0.67% of 290,000 active | AID 2472 | coupling enzyme system counterscreen, AmpLite Red fluorescence; in the data active = activity change below about -30%; also: % is scaled to controls: 0 for no effect and ±100 for the full control effect
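Final compound at 57.5 uM, incubated 10 min at RT with coupling enzyme reagent (glyceraldehyde-3-phosphate), then 20 min with substrate and AmpLite Red detection. Fluorescence read at 525/598 nm; tests interference with the coupling assay, not aldolase inhibition.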
Tb PFK block – T. brucei PFK enzyme inhibition | Potency, µM (series often up to 57.5 µM), inactives show top-dose activity, negative = inhibition, most hits filed as inhibitors | O15648 | AID 485367 | 0.17% of 330,000 active | T. brucei PFK, ADP-Glo luminescence;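 also: potency is read from the fitted curve at half-maximal effect; 0% = uninhibited 1x PFK enzyme wells and -100% = no-enzyme wells; nearly all actives have a fitted effect of over 60% in size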
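Luminescent ADP detection (ADP-Glo, two-step: ATP depletion then ADP-to-ATP conversion for luciferase) reported PFK activity after 45 min room-temperature reaction of 1.25 nM enzyme with 0.5 mM F6P and 0.1 mM ATP at pH 8.0.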
TSHR antag – antagonists of human thyroid stimulating hormone receptor; activity change, negative = inhibition, % at 11.5 µM; 0.2% of 330,000 active; TSHR-expressing cells, TSH-stimulated cAMP HTRF, 2 h; active compounds read low; P16473;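 active = activity change below a set negative limit, meaning inhibition stronger than a set level, cut at about -70% in these data; inconclusive = activity change between two set negative limits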; also: % is scaled to controls: 0 for no effect and ±100 for the full control effect
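Inhibition of cAMP made by TSHR-expressing cells under TSH stimulation (4nM final, EC80; 2 h, 37 deg C) is quantified with a one-step lysis HTRF kit, anti-cAMP cryptate versus cAMP-d2.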
KCNH2 WT inh – inhibitors of human wildtype KCNH2 potassium channel; U2OS, BacMam KCNH2, thallium flux FluxOr; active compounds read low; activity change, % at 1.84 µM; 0.37% of 340,000 active;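 active = maximum activity change below -70%; inconclusive = maximum activity change between -70% and -50%; inactive = maximum activity change above -50%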; also: % is scaled to controls: 0 for no effect and ±100 for the full control effect
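U2OS cells were transduced with wild-type KCNH2 virus (2.03 x 10^8 / mL) for 4 h at room temperature, then cultured overnight at 37 C. Thallium flux was read with FluxOr dye. Rate constants were normalized to DMSO controls.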
AT treatment – candidate therapy for ataxia-telangiectasia | […] A-T fibroblasts, KAP-1 phosphorylation AlphaLISA; neocarzinostatin DNA damage 30 min before lysis | Potency, µM (doses to about 57.5 µM), for inactives: at the top dose activation, hits mostly activators | 0.19% of 320,000 active | AID 485349; also: potency is read from the fitted curve at half-maximal effect; % of control where 0% means no effect; nearly all actives have a fitted effect of over 45% in size
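hTERT-immortalized A-T patient fibroblasts ([…]), 500 cells/well in OPTI-MEM, 1% FBS, got compounds for 60 min, then NCS for 30 min at 37C. Lysates were then assayed for phospho-KAP-1 by AlphaLISA (anti-pKAP1 donor, anti-KAP1 acceptor beads), 6 hr at 25C.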
Giardia killer – Giardia lamblia killing | 0.15% of 340,000 active | activity change, % at 7.66 µM, hits read low | Giardia lamblia trophozoite viability; in the data active = activity change below about -80%; inconclusive = between about -30% and that limit;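 also: parasites exposed to compound for two days anaerobically before the ATP read; % is scaled to controls: 0 for no effect and ±100 for the full control effect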
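Giardia trophozoites, 100 cells per well, were exposed to compounds for 48 hrs at 37 deg C under anaerobic conditions; viability was then read as ATP content by bioluminescence after 15-30 min at room temperature.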
GALK inh – blocks human galactokinase activity; P51570; Potency, µM (doses to about 57.5 µM), inactives show top-dose activity change, negative = inhibition, hits mostly inhibitors; 0.007% of 270,000 active; Purified GALK, Kinase-Glo residual ATP luminescence; also: potency is read from the fitted curve at half-maximal effect; % is scaled to controls: 0 for no effect and ±100 for the full control effect
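5 nM enzyme, 35 uM ATP, 100 uM galactose, 20 mM HEPES pH8.0, 5 mM MgCl2; 1 h RT; residual ATP by Kinase-Glo Plus luminescence, qHTS format.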
BCR signal inh – inhibitors of chronic active B-cell receptor signaling; ABC-DLBCL IkBa-CBG/CBR reporter, luminescence ratio, 4 h; Potency, µM (titrated, usually from 46.1 µM), for the others: top-dose ratio change, negative = lower green/red ratio, actives largely listed as inhibitors; 0.05% of 340,000 active; AID 493014; active = well fitted inhibition curve with a large enough effect in the signal ratio, with a control signal flat, not every such curve was filed as active; inconclusive = small, poorly fitted or top-dose-only effect, or effect the other way, or a change in a side signal; the % refers to the signal ratio;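 also: potency is read from the fitted curve at half-maximal effect; plate controls were basal doxycycline-induced cells for no effect and cells given 10 µM MG132 for full effect; MG132 reads +100%, hits lower the ratio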
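Concentration-response series (up to 46 uM) were applied to TMD8 dual-reporter cells for 4 h at 37C with doxycycline. Green/red ratio, after filter-overlap correction, defined %Activity; red signal alone was normalised to basal cells and zero luminescence.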
TCR act – activates T cell receptor signaling. primary human leukocytes, anti-CD3, IL-2 HTRF, 48 h. Potency, µM (highest dose often 9.22 µM), inactives show at the highest dose activation of IL-2 secretion, hits mostly activators. 330,000 tested, under 10 active. AID 504894; also: % of control where 0% means no effect
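Compounds are tested in HTS on primary human leukocytes co-incubated with a-CD3 beads for 48 hr. IL-2 output is measured by time-resolved FRET.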
An asterisk follows results filed as active; ? = inconclusive; . = not tested or not shown; [ ] = dose if it differs, or a comment. Unless noted, calls follow the shape of the dose curve; as a rule, active = well fitted curve in the direction sought with a large enough effect; inconclusive = small, poorly fitted or top-dose-only effect, or another doubt; inactive = no such curve, though single readings can be large; an effect the other way counts as inactive or inconclusive.

SMILES | CXXC DNA block | FBPA coupling cs | Tb PFK block | TSHR antag | KCNH2 WT inh | AT treatment | Giardia killer | GALK inh | BCR signal inh | TCR act
COc1ccccc1N(C)S(=O)(=O)c1ccc(C(=O)Nc2cccc(Br)c2)cc1 | . | . | -3% | 12 | -1 | 1% | 6 | . | -9% | 5%
Cc1cccc(NS(=O)(=O)c2cccc(C(=O)N3CC(C)OC(C)C3)c2)c1 (stereo not given) | . | . | -7% | 1 | 2 | 2% | 18 | . | 0% | -2%
O=C(NN1CCOCC1)c1ccc(S(=O)(=O)N2CCCCC2)cc1 | 30%[activator] | 5 | 11% | -33 | -5 | 18% | -10 | 0% | 5% | .
CC1CCC2(CC1)NC(=O)N(CC(=O)Nc1ccccc1-c1ccccc1)C2=O (stereo not given) | 4% | 4 | 10% | 4 | 0 | 3% | 11 | -7% | -9% | -3%
O=C(Nc1ccccc1C(=O)O)c1ccc(Br)c(S(=O)(=O)NCc2ccccc2)c1 | -6% | 11 | 2% | -6 | 2 | 3% | -10 | -15% | ? | 1%
COc1ccc(C(=O)O/N=C(/c2ccccc2)c2ccncc2)cc1OC | 1% | 2 | 10% | -6 | -20 | -2% | -14 | -2% | ? | 2%
COc1ccccc1CNC(=O)CCCOc1cc(=O)n(C)c2ccccc12 | -5% | 0 | -4% | -3 | 2 | -2% | -1 | 0% | ? | 1%
CCn1c(=O)cc(OCC(=O)NCCCN2CC(C)CC(C)C2)c2ccccc21 (stereo not given) | 3% | 3 | 2% | 2 | 3 | -5% | -5 | 1% | ? | 2%
CN(CC(=O)Nc1cccc(F)c1)C(=O)c1cn(-c2ccccc2)nc1-c1ccc(F)cc1 | . | . | -2% | 12 | -2 | 1% | -10 | . | -2% | .
CC(=O)N1CCOc2ccc(S(=O)(=O)Nc3ccc(C)cn3)cc21 | 4% | 0 | 2% | 2 | -16 | -1% | 27 | 0% | 2% | -2%
O=C(OCC1CCCN2CCCCC12)c1ccc2c(c1)OCO2 (stereo not given) | 0% | 1 | 0% | -11 | 12 | 2% | -2 | 0% | -21% | .
CCN(CC)S(=O)(=O)c1cc(C(=O)Nc2cc(C)on2)c(Cl)cc1Cl | -7% | -1 | -4% | -16 | -14 | -7% | 8 | 7% | 5% | .
Cc1ccc(NC(=O)COc2ccccc2)cc1Cl | 2% | 0 | -5% | 4 | -14 | 4% | 14 | -2% | 5% | -1%
CC1CCCN(CCCNC(=O)c2ccc(NC(=O)C3=CSCCO3)cc2)C1 (stereo not given) | 10% | . | -1% | 11 | 9 | 9% | -7 | 2% | 0% | 3%
CCc1ccc2c(CC(=O)Nc3cccc(S(=O)(=O)N4CCOCC4)c3)coc2c1 | . | . | 1% | -14 | 1 | 11% | -7 | . | ? | .
COc1cc(OC)c(C2SCCS2)c(OC)c1 | -4% | 3 | 3% | -9 | 4 | -6% | 10 | 2% | ? | 1%[46.1 µM]
O=C(NC(=S)NCc1ccccc1)C1CCCCC1 | 7% | -1 | -5% | -9 | 9 | 5% | -6 | -4% | 7% | 0%
CCCn1c(C)cc(/C=C(\C#N)C(=O)OCC(=O)Nc2ccc(OC)c(Cl)c2)c1C | 1% | -1 | 2% | -17 | -3 | 6% | -24 | 3% | -2% | 0%[46.1 µM]
COc1ccccc1-c1nnc(SCC(=O)NC2CCCCC2)n1C | 7% | 0 | 0% | 1 | -2 | 1% | -4 | -1% | 0% | -2%
Cc1cccc2c(N=O)c(O)n(CCc3ccccc3)c12 | 2% | . | -1% | -9 | -2 | 7% | 29 | 6% | -16% | -3%
Cc1ccc(NC(=O)COC(=O)Cc2c(F)cccc2Cl)cc1S(=O)(=O)N1CCOCC1 | . | . | 0% | -9 | -1 | -3% | 3 | . | -4% | 2%
CC(NC(=O)C(Cc1ccccc1)NC(=O)c1ccccc1)C(=O)O (stereo not given) | -2% | 1 | 3% | 1 | -11 | 2% | 23 | 3% | 0% | 0%
CCOC(=O)c1cccnc1SCC(=O)NCc1ccccc1 | 6% | 0 | -10% | 7 | -16 | -6% | -5 | 0% | -15% | -2%
O=C(NCCc1ccc(Cl)cc1)C1CCN(S(=O)(=O)c2cccc3nonc23)CC1 | -4% | -1 | -3% | . | -1 | . | 7 | 1% | -5% | 0%
NC(Cc1ccccc1)C(=O)N1CCCCC1 (stereo not given) | 11% | 3 | -20% | 16 | 27 | 10% | -28 | . | 6% | -5%
Cc1cc(=O)n2nc(N3CCCC(C(=O)NCCCN4CC(C)CC(C)C4)C3)sc2n1 (stereo not given) | -4% | . | -4% | 15 | 5 | -2% | -7 | 5% | 1% | 2%
Cc1ccc(C)n1NC(=O)c1ccc(O)cc1 | -8% | 0 | -2% | 5 | -1 | -1% | -8 | 1% | ? | 2%
COc1ccc(CCNC(=O)[C@H](CCSC)NC(=O)N2CCn3c2nc2ccccc23)cc1OC | 11% | 2 | 2% | -10 | -5 | -4% | 16 | -2% | 0% | -7%
CCOc1ccc(/C=C2/C(=N)N3OC(C)=CC3=NC2=O)cc1OC | 5% | 2 | 0% | -11 | 5 | -1% | 5 | 5% | -11% | 2%
O=[N+]([O-])c1ccc(N=Nc2c(O)[nH]c3ccc(F)cc23)cc1 | 34%[activator] | 2 | -2% | 1 | -1 | 0% | -13 | . | ? | 2%
O=C(Nc1ccccn1)C1CCCN(c2ncnc3c2nc2n3CCCCC2)C1 (stereo not given) | -3% | -1 | 2% | -7 | -6 | -5% | -2 | -4% | 7% | -8%
CCOC(=O)C1C(=O)CC(C)(O)C(C(=O)OCC)C1/C=C/c1ccccc1 (stereo not given) | 5% | 3 | -5% | -15 | -1 | 4% | -10 | 0% | -4% | 2%
Cc1ccc(-n2c(CCc3ccccc3)n[nH]c2=S)cc1C | -2% | -1 | -7% | 4 | -1 | -1% | -4 | -1% | 0% | .
CCOc1ccccc1NC(=O)CSc1nnc(-c2ccccc2Cl)n1Cc1ccco1 | 2% | 3 | 4% | 2 | -1 | 4% | 2 | -4% | -15% | -3%
Cc1ccc(C(=O)/C=C/NNC(=O)c2ccccc2O)cc1 | -25% | -3 | 1% | 5 | -9 | -4% | -7 | -1% | ? | -1%
CC(C)C1Oc2ccccc2N(CC(=O)N(Cc2ccccn2)CC2CCCO2)C1=O (stereo not given) | -12% | 2 | -2% | 3 | -11 | 7% | 0 | 4% | -2% | -1%
CCOC(=O)C1(Cc2ccc(O)cc2)NC(c2ccccc2F)C2C(=O)N(C)C(=O)C21 (stereo not given) | 11% | 4 | -3% | -11 | 3 | 5% | 9 | 10% | 1% | -3%
COc1ccc(N2CCN(C(c3ccccc3OC)c3nnnn3Cc3ccco3)CC2)cc1 (stereo not given) | 0% | 1 | 4% | -26 | -24 | 1% | 4 | -3% | 6% | -3%
CCN1CCCC1CNC(=O)CN1C(=O)COc2ccc(C)cc21 (stereo not given) | 9% | 0 | -2% | 3 | -15 | 5% | 1 | 1% | 7% | 2%
COc1ccccc1N1CCN(c2nccc(C)n2)CC1 | -1% | -2 | -2% | -3 | -2 | -6% | -12 | -1% | 1% | -1%
